IDH1 mut inh: inhibitors of IDH1 R132H reductase, primary screen, biochemical, plate reader, single point. inhibition, % at 10 µM. Isocitrate dehydrogenase [NADP] cytoplasmic (Homo sapiens), O75874. 70,000 compounds, 0.18% hits. AID 624101, 2012. diaphorase/resazurin fluorescence, 60 min; in the data active means inhibition above about 34%;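 further: 0% = DMSO and 100% = no enzyme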
Target sequence (O75874 whole entry R132H): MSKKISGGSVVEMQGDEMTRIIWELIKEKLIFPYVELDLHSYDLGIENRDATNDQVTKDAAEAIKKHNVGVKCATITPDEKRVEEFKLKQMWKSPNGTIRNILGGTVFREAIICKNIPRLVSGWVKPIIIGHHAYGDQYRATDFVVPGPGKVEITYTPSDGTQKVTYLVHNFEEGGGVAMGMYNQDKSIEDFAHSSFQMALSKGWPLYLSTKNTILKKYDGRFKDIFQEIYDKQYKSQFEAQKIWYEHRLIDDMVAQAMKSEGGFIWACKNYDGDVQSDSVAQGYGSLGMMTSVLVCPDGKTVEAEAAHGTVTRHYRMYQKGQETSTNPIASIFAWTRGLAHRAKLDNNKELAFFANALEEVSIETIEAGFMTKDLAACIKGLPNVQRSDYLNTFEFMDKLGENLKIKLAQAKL
EZH2 inh: EZH2/PRC2 methyltransferase inhibitors, primary screen, biochemical, DELFIA time-resolved fluorescence, single point; Histone-lysine N-methyltransferase EZH2 (Homo sapiens), Q15910; PRC2 H3K27 methylation, DELFIA TRF, 1 h; inhibition, % at 12.5 µM; 57,000 compounds, 0.35% hits;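 active means mean inhibition of replicates at least 50% and every single replicate also reaching 50%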;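 further: dimethyl H3K27 on biotinylated H3 21-44 peptide detected by antibody; plate controls were median neutral control wells for no effect and median positive control wells for full effect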
* hit, by the source's call; . = not tested or not shown. These rows are one share of the data; rates above refer to the full screens.

Order of results – EZH2 inh	IDH1 mut inh
[1] C[C@@H]1CN([C@@H](C)CO)C(=O)c2cccc(NC(=O)c3ccncc3)c2O[C@H]1CN(C)CC1CC1
  2	-0.5
[2] COc1ccc(NC(=O)N(C)C[C@@H]2OCCCC[C@H](C)Oc3ccc(NS(C)(=O)=O)cc3C(=O)N([C@@H](C)CO)C[C@@H]2C)cc1
  .	1.7
[3] COc1cccc(NC(=O)N(C)C[C@@H]2Oc3cc(C#Cc4ccncc4)ccc3S(=O)(=O)N([C@@H](C)CO)C[C@@H]2C)c1
  0	.
[4] C[C@H]1CN([C@@H](C)CO)C(=O)c2cc(-c3ccncc3)cnc2O[C@@H]1CN(C)C(=O)c1ccc(F)cc1
  11	.
[5] C[C@@H]1CN([C@@H](C)CO)S(=O)(=O)c2ccc(C#Cc3cccc(F)c3)cc2O[C@@H]1CN(C)C
  -21	-0.6
[6] CC(C)NC(=O)Nc1ccc2c(c1)C(=O)N([C@H](C)CO)C[C@H](C)[C@@H](CN(C)Cc1ccncc1)OCCCC[C@@H](C)O2
  4	4.3
[7] C[C@H]1CN([C@@H](C)CO)C(=O)c2cc(NC(=O)CCC(F)(F)F)ccc2O[C@H]1CN(C)C(=O)Nc1ccc2c(c1)OCO2
  -2	.
[8] C[C@@H]1CN([C@@H](C)CO)C(=O)c2cc(NS(C)(=O)=O)ccc2O[C@@H]1CN(C)S(=O)(=O)c1ccc(Cl)cc1
  .	0.6
[9] C[C@@H]1CN([C@@H](C)CO)C(=O)c2cccc(NC(=O)c3nc4ccccc4s3)c2O[C@@H]1CN(C)C(=O)Nc1cccc2ccccc12
  .	-0.6
[10] COc1ccccc1S(=O)(=O)N[C@H]1CC[C@H](CCNC(=O)C2CCCC2)O[C@@H]1CO
  -21	0.1
[11] CCCN(C)C[C@@H]1OCCCC[C@H](C)Oc2ccc(NC(=O)CCC(F)(F)F)cc2C(=O)N([C@H](C)CO)C[C@@H]1C
  -14	-2.6
[12] C[C@H](CO)N1C[C@H](C)[C@@H](CN(C)C(=O)c2ccccc2)Oc2cc(-c3cccc(C#N)c3)ccc2S1(=O)=O
  .	-0.2
[13] O=C(Cc1ccccc1[N+](=O)[O-])NCc1ccco1
  4	0.8
[14] COc1ccc(CN(C)C[C@H]2Oc3ccc(NC(=O)Nc4ccc(F)cc4)cc3CC(=O)N([C@@H](C)CO)C[C@@H]2C)cc1
  .	0.2
[15] C[C@H]1CN([C@@H](C)CO)S(=O)(=O)c2ccc(C#CCN(C)C)cc2O[C@@H]1CN(C)C(=O)CC1CC1
  -3	-0.4
[16] CCCc1cn(CC[C@@H]2CC[C@H](NC(=O)C3CCCCC3)[C@H](CO)O2)nn1
  8	0.3
[17] C[C@@H]1CN([C@@H](C)CO)C(=O)Cc2cc(NC(=O)Cn3cnnn3)ccc2O[C@@H]1CN(C)Cc1ccc(Cl)c(Cl)c1
  -5	.
[18] Cc1ccc(S(=O)(=O)Nc2ccc3c(c2)C(=O)N([C@H](C)CO)C[C@H](C)[C@@H](CN(C)Cc2ccc(C(=O)Nc4ccccc4N)cc2)O3)cc1
  5	.
[19] CS(=O)(=O)NN1C(=O)c2ccccc2NC12CCCCC2
  9	-0.3
[20] C[C@@H]1CN([C@H](C)CO)C(=O)c2cc(C#CCN(C)C)cnc2O[C@@H]1CN(C)C(=O)CN1CCOCC1
  -13	-5.3

Down the list, as entered above:
IDH1 mut inh, nos. 11 to 19 → -2.6, -0.2, 0.8, 0.2, -0.4, 0.3, ., ., -0.3
EZH2 inh, nos. 11 to 19 → -14, ., 4, ., -3, 8, -5, 5, 9

The results go on.
Order of results – EZH2 inh	IDH1 mut inh
[21] CCCCCCC/C=C/C(=O)CCc1ccc(O)c(OC)c1
  .	6.1
[22] CC(C)CC#Cc1ccc2c(c1)O[C@@H](CN(C)C(=O)C1CCCCC1)[C@@H](C)CN([C@H](C)CO)S2(=O)=O
  6	.
[23] Cc1ccc(S(=O)(=O)Nc2cccc3c2O[C@@H](CN(C)C)[C@H](C)CN([C@@H](C)CO)C3=O)cc1
  -4	.
[24] O=C(N[C@@H]1C=C[C@@H](CC(=O)N2CCN(c3ccccc3)CC2)O[C@@H]1CO)c1ccccc1
  7	-0.3
[25] O=C(COc1cccc(NC(=O)c2ccc([N+](=O)[O-])cc2)c1)c1ccc(Br)cc1
  13	0.3
[26] COc1cccc(OC)c1C(=O)N(Cc1nc(-c2ccc(Cl)cc2)no1)C(C)C
  1	-0.9
[27] O=C(Cn1nc(-c2cccc([N+](=O)[O-])c2)c2ccccc2c1=O)Nc1ccc(F)cc1
  -11	0.5
[28] COc1ccccc1NC(=O)CNS(=O)(=O)c1ccc(C)cc1
  7	-0.2
[29] C[C@H]1CN([C@@H](C)CO)S(=O)(=O)c2ccc(-c3cccnc3)cc2O[C@H]1CN(C)Cc1cncnc1
  3	-5.9
[30] COCC(=O)Nc1ccc2c(c1)C(=O)N(C)C[C@@H](OC)[C@@H](C)CN(Cc1cc(F)ccc1F)[C@H](C)CO2
  -6	-0.4
[31] COc1ccc(S(=O)(=O)Nc2ccc3c(c2)C(=O)N([C@H](C)CO)C[C@H](C)[C@H](CN(C)C(=O)Nc2ccccc2)O3)cc1
  .	0.1
[32] COCC(=O)Nc1ccc2c(c1)OC[C@H](C)N(CC1CC1)C[C@@H](C)[C@H](OC)CN(C)C2=O
  -19	-0.2
[33] O=C(O)CNC(=O)CN1C(=O)c2ccccc2C1=O
  5	4.3
[34] COc1ccc(S(=O)(=O)N[C@H]2CC[C@@H](CC(=O)NCCc3ccccc3)O[C@@H]2CO)cc1
  5	0.2
[35] Cc1c(C(=O)NC2CCS(=O)(=O)C2)oc2ccccc12 (centres undefined)
  -4	-0.1
[36] CO[C@H]1CN(C)C(=O)c2ccc(NC(=O)C3CCC3)cc2OC[C@H](C)N(Cc2ccncc2)C[C@H]1C
  -13	-0.4
[37] C[C@@H]1CN([C@H](C)CO)C(=O)c2cccc(NC(=O)C3CCOCC3)c2O[C@@H]1CN(C)Cc1ccc(Cl)c(Cl)c1
  -11	2.0
[38] O=C(Nc1ccc(Cl)cc1)N[C@@H]1CC[C@@H](CCn2cc(-c3ccccc3F)nn2)O[C@H]1CO
  9	0.2
[39] COc1cccc(-c2cc(C(F)(F)F)n3nc(C(=O)Nc4cc(C)nn4-c4ccccc4)cc3n2)c1
  -4	-0.5
[40] COc1ccc(-c2cc(=O)c3c(O)c(OC)c(O)c(OC)c3o2)cc1
  .	1.4

Full records from above. Order of screens: EZH2 inh | IDH1 mut inh
O=C(Nc1ccc(Cl)cc1)N[C@@H]1CC[C@@H](CCn2cc(-c3ccccc3F)nn2)O[C@H]1CO in the list: 9 | 0.2
COc1ccc(S(=O)(=O)Nc2ccc3c(c2)C(=O)N([C@H](C)CO)C[C@H](C)[C@H](CN(C)C(=O)Nc2ccccc2)O3)cc1 in the list: . | 0.1
COc1ccc(-c2cc(=O)c3c(O)c(OC)c(O)c(OC)c3o2)cc1 in the list: . | 1.4

The list goes on.
Order of results – EZH2 inh	IDH1 mut inh
[41] COCC(=O)N(C)C[C@H]1Oc2cc(C#Cc3cccnc3)ccc2S(=O)(=O)N([C@H](C)CO)C[C@@H]1C
  -4	4.9
[42] CN(C)CCCNc1oc(-c2ccccc2F)nc1C#N
  13	-0.3
[43] C[C@H]1CN([C@@H](C)CO)C(=O)c2cccc(NC(=O)c3cnccn3)c2O[C@@H]1CN(C)CC1CC1
  .	0.1
[44] O=S(=O)(Cc1ccccc1)NCC[C@@H]1CC[C@H](NS(=O)(=O)c2ccccc2)[C@@H](CO)O1
  -7	0.4
[45] C[C@@H]1CN([C@@H](C)CO)C(=O)c2c(c3ccccc3n2C)-c2ccccc2CO[C@@H]1CN(C)S(=O)(=O)c1cccc(F)c1
  1	-1.0
[46] O=C(Nc1ccccc1)N[C@@H]1CC[C@H](CCn2cc(C3(O)CCCC3)nn2)O[C@H]1CO
  -3	-0.3
[47] CC(C)NC(=O)Nc1ccc2c(c1)CC(=O)N([C@@H](C)CO)C[C@@H](C)[C@@H](CN(C)C)O2
  1	-0.7
[48] C=C(C)[C@@H]1CC=C(/C=N/NC(=O)c2cccc(C(=O)NO)c2)CC1
  2	1.2
[49] CNC[C@@H]1Oc2ccc(NC(=O)C3CC3)cc2CC(=O)N([C@@H](C)CO)C[C@@H]1C
  1	-0.2
[50] COC(=O)[C@]1(Cc2ccccc2)N=C(c2ccc(OCCCO)cc2)O[C@@H]1c1ccccc1N=[N+]=[N-]
  10	.

2 of the compounds above, with each value named.
#49 CNC[C@@H]1Oc2ccc(NC(=O)C3CC3)cc2CC(=O)N([C@@H](C)CO)C[C@@H]1C
- EZH2 inh: 1
- IDH1 mut inh: -0.2

#50 COC(=O)[C@]1(Cc2ccccc2)N=C(c2ccc(OCCCO)cc2)O[C@@H]1c1ccccc1N=[N+]=[N-]
- EZH2 inh: 10
- IDH1 mut inh: .

The list continues.
Order of results – EZH2 inh	IDH1 mut inh
[51] O=C(N[C@H]1CC[C@@H](CC(=O)N2CCOCC2)O[C@@H]1CO)c1ccccn1
  4	-0.4
[52] C[C@@H]1CN([C@@H](C)CO)C(=O)c2cc(C#CCc3ccccc3)cnc2O[C@H]1CN(C)Cc1cccc(F)c1
  .	-1.3
[53] COc1ccc(S(=O)(=O)N(C)C[C@H]2OCCCC[C@@H](C)Oc3ccc(NC(=O)CCCN(C)C)cc3C(=O)N([C@H](C)CO)C[C@@H]2C)cc1
  .	-2.7
[54] CO[C@@H]1CN(C)C(=O)c2cc(NC(=O)NC3CCCCC3)ccc2OC[C@H](C)N(CC2CC2)C[C@@H]1C
  2	0.0
[55] COc1ccc(S(=O)(=O)Nc2ccc3c(c2)C(=O)N([C@@H](C)CO)C[C@H](C)[C@H](CN(C)S(=O)(=O)c2ccccc2)OCCCC[C@@H](C)O3)cc1
  .	-1.1
[56] CCCC#Cc1ccc2c(c1)O[C@H](CN(C)C(=O)NC(C)C)[C@H](C)CN([C@H](C)CO)S2(=O)=O
  -22	0.4
[57] COc1ccc(NC(=O)N(C)C[C@@H]2Oc3ccc(NS(=O)(=O)c4cccs4)cc3CC(=O)N([C@H](C)CO)C[C@H]2C)cc1
  .	-1.7
[58] C[C@@H]1CN([C@@H](C)CO)C(=O)c2cccc(NC(=O)c3ccc(-c4nccs4)cc3)c2O[C@H]1CN(C)CC1CC1
  .	-6.8
[59] O=C(C[C@H]1C=C[C@H](NC(=O)Nc2ccccc2)[C@H](CO)O1)NCc1ccccn1
  0	-0.3
[60] O=C(N/N=C/c1ccccc1O)c1ccccc1O
  2	-1.5
[61] CS(=O)(=O)Nc1ccc2c(c1)[C@@H]1C[C@@H](CC(=O)NCc3ccc(Oc4ccccc4)cc3)O[C@H](CO)[C@@H]1O2
  3	0.0
[62] Cc1ccc(S(=O)(=O)N(C)C[C@@H]2Oc3ncc(C#CC4(O)CCCC4)cc3C(=O)N([C@@H](C)CO)C[C@H]2C)cc1
  .	-1.1
[63] C[C@@H]1CCCCO[C@@H](CN(C)Cc2ccccc2)[C@H](C)CN([C@@H](C)CO)C(=O)c2cc(NC(=O)Nc3cccc4ccccc34)ccc2O1
  .	-12
[64] C[C@@H]1CN([C@H](C)CO)C(=O)c2cc(NC(=O)Cc3ccccc3)ccc2O[C@@H]1CN(C)C(=O)Nc1ccc2c(c1)OCO2
  2	-0.1
[65] CC1=CC(/C=C(\C)CCC(O)C(O)/C=C/C(=O)O)C2(O)C(=O)NC(CC(C)C)C2C1C (centres undefined)
  .	1.3
[66] CCOc1cc(/C=N/NC(=O)c2ccccn2)ccc1O
  16	0.0
[67] C[C@H]1CN([C@@H](C)CO)C(=O)c2cc(C3=CCCC3)cnc2O[C@@H]1CN(C)C(=O)c1ccc(F)cc1
  .	0.4
[68] COc1ccc2cc3[n+](cc2c1OC)CCc1cc2c(cc1-3)OCO2
  .	0.6
[69] C[C@H]1CN([C@@H](C)CO)C(=O)Cc2cc(NC(=O)CCCCCC(=O)Nc3ccccc3N)ccc2O[C@@H]1CN(C)Cc1ccccc1
  -30	-0.1
[70] C[C@H](CO)N1C[C@H](C)[C@H](CN(C)Cc2ccc(C(F)(F)F)cc2)Oc2ccc(NC(=O)Nc3ccccc3)cc2CC1=O
  .	-1.0
[71] C[C@@H]1CN([C@H](C)CO)C(=O)Cc2cc(NC(=O)c3ccncc3)ccc2O[C@H]1CN(C)Cc1ccc(C(F)(F)F)cc1
  -20	-1.1
[72] C[C@H]1CN([C@@H](C)CO)C(=O)c2ccccc2-c2ccccc2CO[C@@H]1CN(C)C(=O)C1CC1
  8	-2.3
[73] O=C(O)C[C@H]1C=C[C@H](NC(=O)Nc2cc(F)ccc2F)[C@H](CO)O1
  0	0.1
[74] CCc1nc(SCC(=O)N(c2ccccc2)c2ccccc2)n[nH]1
  5	0.1
[75] C[C@H]1CN([C@@H](C)CO)C(=O)c2cccc(NC(=O)Nc3cccc4ccccc34)c2O[C@H]1CN(C)C(=O)Nc1ccc(F)cc1
  -41	-0.6
[76] C[C@H]1CN([C@@H](C)CO)C(=O)CCCn2cc(nn2)CO[C@H]1CN(C)C(=O)Nc1ccc(F)cc1
  7	2.7
[77] CO[C@@H]1CN(C)C(=O)c2cc(NC(C)=O)ccc2OC[C@@H](C)N(Cc2ccccc2F)C[C@H]1C
  5	0.0
[78] COc1ccc(NC(=O)N(C)C[C@H]2Oc3ccc(NC(=O)c4ccncc4)cc3C(=O)N([C@H](C)CO)C[C@@H]2C)cc1
  0	2.6
[79] Cc1noc(C)c1NC(=O)N(C)C[C@@H]1Oc2ncc(C#CCC(C)C)cc2C(=O)N([C@@H](C)CO)C[C@H]1C
  .	-3.8
[80] O=S(=O)(N[C@@H]1CC[C@H](CCn2cc(C3(O)CCCC3)nn2)O[C@H]1CO)c1ccc(Cl)cc1
  1	0.1
[81] COc1ccccc1C(=O)Nc1sc2c(c1C(=O)NCc1ccco1)CCCC2
  -12	0.0
[82] C[C@H]1CN([C@@H](C)CO)S(=O)(=O)c2ccc(C3=CCCCC3)cc2O[C@H]1CN(C)C(=O)C1CCCCC1
  0	.
